MITF primary – MITF inhibitors, primary screen, biochemical, AlphaScreen, human; AlphaScreen MITF homodimerization, bead proximity signal; 650,000 tested, 0.91% active; Microphthalmia-associated transcription factor (Homo sapiens), O75030; inhibition, % at 2.6 µM; in the data active = inhibition above about 50%;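 note: 0% = vehicle wells with protein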
Target sequence (O75030 whole entry, looked up): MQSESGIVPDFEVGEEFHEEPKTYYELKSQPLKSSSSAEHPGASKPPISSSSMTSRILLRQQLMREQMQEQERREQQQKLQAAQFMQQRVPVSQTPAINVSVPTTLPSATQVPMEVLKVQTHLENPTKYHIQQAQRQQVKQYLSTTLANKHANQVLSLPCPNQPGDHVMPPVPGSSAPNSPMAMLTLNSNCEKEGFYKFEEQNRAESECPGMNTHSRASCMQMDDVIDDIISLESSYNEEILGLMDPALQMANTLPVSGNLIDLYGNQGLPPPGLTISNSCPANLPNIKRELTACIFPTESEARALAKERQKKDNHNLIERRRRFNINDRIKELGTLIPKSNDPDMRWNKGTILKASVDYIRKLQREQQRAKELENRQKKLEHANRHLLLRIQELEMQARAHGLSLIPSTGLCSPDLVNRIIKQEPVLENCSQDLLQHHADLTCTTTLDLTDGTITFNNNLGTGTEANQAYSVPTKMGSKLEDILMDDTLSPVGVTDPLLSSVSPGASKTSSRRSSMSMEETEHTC
FBW7 act – FBW7 E3 ligase activators, primary screen, biochemical, AlphaScreen, human; 650,000 tested, 0.13% active; AlphaScreen FBW7–phospho-cyclin E peptide binding, activator screen; normalized activity (activation), % at 26.1 µM; F-box/WD repeat-containing protein 7 (Homo sapiens), Q969H0; in the data active = normalized activity above about 1.9%;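 note: purified mutant Fbw7 with reduced substrate affinity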
GPR151 ag – activators of human GPR151, primary screen, cell-based, PathHunter beta-arrestin, luminescence. G-protein coupled receptor 151 (Homo sapiens), Q8TDV0. PathHunter beta-arrestin GPR151 cells. activation, % at 11.2 µM. 650,000 tested, 1% active. AID 1508602, 2020; in the data active = activation above about 4.9%;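 note: 0% = median of compound wells and 100% = cells with positive control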
Target sequence (Q8TDV0 whole entry, looked up): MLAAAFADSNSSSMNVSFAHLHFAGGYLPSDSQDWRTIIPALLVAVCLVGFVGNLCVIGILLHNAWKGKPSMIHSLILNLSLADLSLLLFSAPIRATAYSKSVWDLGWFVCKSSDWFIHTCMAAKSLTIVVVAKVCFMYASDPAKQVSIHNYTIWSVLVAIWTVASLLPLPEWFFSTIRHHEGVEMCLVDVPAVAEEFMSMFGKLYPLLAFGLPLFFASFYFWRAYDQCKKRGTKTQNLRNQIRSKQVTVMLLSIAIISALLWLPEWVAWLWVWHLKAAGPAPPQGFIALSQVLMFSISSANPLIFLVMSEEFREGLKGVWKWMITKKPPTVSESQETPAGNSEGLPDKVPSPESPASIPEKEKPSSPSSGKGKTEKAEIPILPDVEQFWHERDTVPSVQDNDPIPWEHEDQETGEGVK
TEAD-YAP inh – TEAD-YAP interaction inhibition, primary screen, TEAD-YAP interaction inhibitor project, luminescence, HEK-TIYL cells; TEAD-Gal4/YAP UAS-luciferase luminescence; inhibition, % at 9.12 µM; 640,000 tested, 1.4% active; in the data active = inhibition above about 32%;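 note: 0% = median of test compound wells and 100% = reference inhibitor wells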
* = called active by the depositor; & = joins results of further samples.

Letters – A = MITF primary; B = FBW7 act; C = GPR151 ag; D = TEAD-YAP inh
1) CCOC(=O)C1(C)C=C(O)C(=O)N1c1ccccc1 (centres undefined)
  A = 2; B = -0.1; C = 0.2; D = 5
2) CCCOC(=O)CSC1=C(C#N)C(c2ccc(Cl)cc2)C(C(=O)OC)C(=O)N1 (centres undefined)
  A = 0; B = 0.0; C = -0.4; D = -7
3) CC1CCc2nc(NC(=O)c3cc(=O)c4ccccc4o3)sc2C1 (centres undefined)
  A = 12; B = -0.1; C = -1.3; D = -18
4) CCN(CC)C(=O)C1CCCN(c2nc3ccc(C(=O)NC4CC4)cc3s2)C1 (centres undefined)
  A = 0; B = -0.1; C = 3.2; D = -16
5) O=C(Nc1nnc(-c2ccc(F)cc2)s1)c1ccccc1[N+](=O)[O-]
  A = 3; B = -0.1; C = 0.8; D = -6
6) O=c1[nH]ncc(N/N=C\c2ccccc2O)c1Cl
  A = 21; B = 0.1; C = -2.7; D = -10
7) O=C1Nc2ccccc2N(O)N1c1ccc(Cl)c(Cl)c1
  A = -5; B = -0.1; C = 0.7; D = 6
8) Cc1ccc(C(=O)N[C@H]2C[C@H]3C(=O)N[C@H](Cc4ccccc4)C(=O)N3C2)cc1F
  A = 1; B = -0.2; C = 0.9; D = 4
9) Cn1ccnc1C1(O)CCN(C(=O)Nc2ccccc2Cl)CC1
  A = 1; B = -0.1; C = -0.4; D = 6
10) O=C(COc1ccccc1[N+](=O)[O-])Nc1ccc(NC(=O)c2cc3ccccc3o2)cc1
  A = -11; B = -0.1; C = 0.5; D = 0
11) CCN(CC(=O)NC(C)(C)C)CC(O)COc1ccc(-c2ccccc2)cc1 (centres undefined)
  A = -5; B = 0.2; C = -1.2; D = -2
12) NS(=O)(=O)c1cc2c(cc1Cl)NC(c1ccccc1)NS2(=O)=O (centres undefined)
  A = 2; B = 0.0; C = -0.5; D = 4
13) Cc1cc(C(=O)COC(=O)c2ccc(O)cc2)c(C)n1CC1CCCO1 (centres undefined)
  A = 1; B = 0.1; C = -3.1; D = 29
14) CCOC(=O)C1=C(C)OC(N)=C(C#N)C1c1ccc(CC)s1 (centres undefined)
  A = 10; B = 0.0; C = 1.3; D = 2
15) O=C(O)COc1cccc2ccccc12
  A = 0; B = 0.1; C = 1.7; D = -5
16) Cc1cccc(-n2nnc3c(=O)n(CC(=O)N4CCc5ccccc54)cnc32)c1
  A = -2; B = -0.3; C = -2.1; D = 2
17) COc1ccc(-n2c(C)cc(/C=C3\C(=N)N4C(C)=CSC4=NC3=O)c2C)cc1
  A = 13; B = 0.0; C = 0.4; D = -9
18) COc1cc(NC(=O)c2ccc(OC)c(OC)c2)ccc1NC(=O)c1ccco1
  A = 1; B = -0.1; C = 1.5; D = 2
19) COC(=O)c1c(NC(=O)/C=C/C(=O)O)sc2c1CCCCCC2
  A = -16; B = -0.1; C = 0.5; D = 26
20) COc1ccc2c(c1)/C(=N/OC(=O)c1cc([N+](=O)[O-])cc([N+](=O)[O-])c1)CCC2
  A = 22; B = 0.0; C = 0.2; D = -5
21) NC(=O)c1oc2ccccc2c1NC(=O)c1cccc(Oc2ccccc2)c1
  A = 10; B = 0.2; C = -0.8; D = 12
22) CC(C)(C)C(=O)c1sc2c(c1N)c(=O)[nH]c(=O)n2Cc1ccc2c(c1)OCO2
  A = 8; B = 0.3; C = -0.1; D = -2
23) CCOc1ccc2[nH]c(=O)c(C(c3nnnn3CCOC)N3CCC(C)CC3)cc2c1 (centres undefined)
  A = -2; B = 0.0; C = -0.3; D = -1
24) Cc1ccc(-c2ncn(-c3ccc(Nc4nccc(-c5cc(C#N)cc(N6CCCC(O)C6)c5)n4)cc3)n2)cn1 (centres undefined)
  A = 10; B = 0.0; C = -1.2; D = -7
25) O=C1Cc2ccccc2C(=O)N1c1cccc(Cl)c1
  A = 3; B = 0.0; C = -0.7; D = -6
26) CCC(C(=O)NC1CCCC(C)C1C)n1nc(C)n2c(cc3occc32)c1=O (centres undefined)
  A = 4; B = -0.3; C = 0.7; D = 2
27) Cn1cc(CN2CCCC(C(=O)Nc3cccc(-n4cnnn4)c3)C2)c2ccccc21 (centres undefined)
  A = -3; B = -0.1; C = -0.9; D = -11
28) Cc1noc(NS(=O)(=O)c2ccc(NC(=O)c3cc4ccccc4oc3=O)cc2)c1C
  A = 9; B = 0.2; C = 2.0; D = 2
29) COc1ccc2c(=O)c(Oc3ccc(C(=O)Nc4cccnc4)cc3)c(C)oc2c1
  A = -12; B = 0.0; C = 0.7; D = -2
30) c1coc(CNc2ncnc3sc4c(c23)CCCC4)c1
  A = -3; B = -0.1; C = 0.3; D = -2
31) Cc1cc(C)c(C2C(C#N)=C(N)Oc3n[nH]c(C)c32)cc1CN1CCCC1 (centres undefined)
  A = -1; B = -0.3; C = -0.6; D = 5
32) Cc1ccc(NC(=O)c2c(NC(=O)c3ccc([N+](=O)[O-])cc3)sc3c2CCCCC3)cc1
  A = 2; B = 0.0; C = 0.9; D = -6
33) CCCOc1ccc(C(=O)NCc2ccco2)cc1OC
  A = 10; B = 0.1; C = 2.2; D = 1
34) CCCn1cc(NC(=O)C2CC(c3ccccc3O)=NO2)cn1 (centres undefined)
  A = 17&-1; B = 0.3&0.0; C = 0.2&3.4; D = 2&4
35) CC(=O)c1ccc(NC(=O)CNCC(c2ccccc2)N(C)C)cc1 (centres undefined)
  A = 66*; B = -0.5; C = 1.3; D = 12
36) Nc1nnc(CC(=O)N/N=C\C=C\c2cccc([N+](=O)[O-])c2)s1
  A = 6; B = -0.4; C = 0.3; D = -3
37) CCc1ccc(OCC2c3cc(OC)c(OC)cc3CCN2C(=O)c2cc(OC)cc(OC)c2)cc1 (centres undefined)
  A = -1; B = 0.1; C = 0.7; D = 1
38) CCN(CC)C(=O)c1sc(NC(=O)c2ccc(Br)s2)c(C#N)c1C
  A = 6; B = 0.1; C = 1.8; D = -3
39) O=S(=O)(Nc1ccccn1)c1ccc(N=Cc2cccc(Cl)c2)cc1
  A = -13; B = 0.1; C = 0.6; D = 4
40) CCOC(=O)c1ccc(N2C(=O)CC(Cc3ccc(C)cc3)C2=O)cc1 (centres undefined)
  A = 0; B = 0.6; C = 3.5; D = -10
41) Cc1c(O)ccc(/C=N/Nc2ncccc2[N+](=O)[O-])c1O
  A = -5; B = -0.5; C = -9.2; D = 71*
42) CCOC(=O)c1cnc2c(ccc3ccccc32)c1NCCOCCO
  A = -14; B = 0.0; C = -0.7; D = -7
43) COc1cc2nc(N3CCCC3CO)nc(Nc3ccc(N4CCOCC4)cc3)c2cc1OC (centres undefined)
  A = 21; B = 0.2; C = -2.6; D = 0
44) O=C(c1nc2ccc(Cl)cn2c1CNCCc1cnccn1)N1CCCCCCC1
  A = 7; B = 0.1; C = -1.7; D = 2
45) Cc1[nH]c2ccccc2c1C(=O)C(C)Sc1nnnn1C (centres undefined)
  A = -10; B = -0.1; C = -0.3; D = -6
46) COCCNc1ccnc2c(-c3ccc(N4CCOCC4)cc3)cnn12
  A = -2; B = -0.6; C = 3.6; D = -82
47) CCOC(=O)CSc1c(-c2cccs2)[nH]c2ccccc12
  A = 1; B = -0.1; C = -0.2; D = -2
48) CCOC(=O)c1c(C)sc(C=O)c1NC(=O)c1ccc(Cl)cc1
  A = -14; B = 0.0; C = -0.4; D = -3
49) CN1CCc2nc(SCc3ccc(F)cc3)c(C#N)c(-c3cccs3)c2C1
  A = 4; B = -0.2; C = 0.3; D = -11
50) COc1ccc(-c2noc(N3CCCC3)n2)cc1
  A = 3; B = -0.1; C = -8.2; D = -10

Other results:
Letters – A = MITF primary; B = FBW7 act; C = GPR151 ag; D = TEAD-YAP inh
51) CCC(C(=O)OCC(=O)N1C(C)CCCC1C)c1ccccc1 (centres undefined)
  A = -4; B = 0.4; C = -1.7; D = -8
52) COc1ccc(CCNC(=O)CC(C)CC2=NS(=O)(=O)c3ccccc3N2)cc1OC (centres undefined)
  A = 9; B = -0.2; C = -0.9; D = 2
53) Cc1cc(C)c(S(=O)(=O)NNc2ccc([N+](=O)[O-])cc2[N+](=O)[O-])c(C)c1
  A = 6; B = 0.0; C = 0.0; D = 1
54) Cc1ccccc1NC(=O)C(C)n1c2ccccc2c2nc(=O)cc(C)n21 (centres undefined)
  A = 4; B = 0.8; C = -0.6; D = 8
55) CN(CC(=O)N1CCCCC1)S(=O)(=O)c1cccc2nsnc12
  A = 6; B = 0.0; C = 2.0; D = 12
56) O=C(Cn1cc2c(n1)CCCC2)NC1CCCCCC1
  A = 10; B = -0.2; C = -1.3; D = -14
57) O=C(OCc1cccs1)c1ccco1
  A = -4; B = 0.0; C = 0.6; D = 4
58) CC1=CC2=NC(=O)/C(=C\c3ccc(F)cc3)C(=N)N2O1
  A = 9; B = -0.2; C = 2.0; D = 10
59) CC1CCCN(C(=O)c2cccc3c2SCCC3=O)C1 (centres undefined)
  A = 2; B = -0.2; C = 1.6; D = 4
60) Nn1c(SCC(=O)Nc2ccc3c(c2)OCCO3)nnc1-c1ccncc1
  A = 2; B = -0.1; C = -1.5; D = 2
61) C=CCNC(=O)c1c(NC(=O)c2ccccc2)sc2c1CCCC2
  A = -4; B = 0.0; C = 1.5; D = 7
62) O=C(CCn1c(=O)oc2ccccc21)Nc1ccccc1Cl
  A = -9; B = -0.3; C = 0.1; D = -19
63) CN(C)CCNC(=O)c1nc(-c2cccnc2)no1
  A = 6; B = 0.7; C = -1.8; D = 9
64) CCC1CCCCN1C(=O)c1c[nH]c2ccc(S(=O)(=O)N(C)c3ccc(C(C)C)cc3)cc2c1=O (centres undefined)
  A = 11; B = 0.3; C = -0.8; D = 11
65) CCOc1ccc(N(C)S(=O)(=O)c2ccc3[nH]cc(C(=O)NCC4CCCO4)c(=O)c3c2)cc1 (centres undefined)
  A = 9; B = 0.2; C = 0.9; D = -11
66) COc1cccc(NC(=O)CSc2nc(NCc3ccc(Cl)cc3)c3ccccc3n2)c1
  A = -3; B = 0.1; C = 1.3; D = -9
67) CCOc1cc([N+](=O)[O-])cc(/C=C2/SC(N)=NC2=O)c1O
  A = -2; B = 0.0; C = -0.1; D = -5
68) CCOc1ccc(CN2CCN(S(=O)(=O)c3ccc4ccccc4c3)CC2)cc1
  A = 42; B = -0.1; C = 0.5; D = 3
69) CCn1cc([C@@H]2C[C@H]3CN(Cc4ccc(OC)cc4)C(=O)[C@]34CCCN24)c(C)n1
  A = 21; B = 0.0; C = -1.0; D = 0
70) O=C(Nc1ccc(-c2cn3c4c(nnc3n2)CCCC4)cc1)c1cnccn1
  A = -15; B = -0.2; C = -0.6; D = -6
71) CCOC(=O)CSc1nnc(CSc2ncccn2)n1C
  A = 2; B = 0.0; C = 2.7; D = 4
72) Cc1onc(-c2ccccc2Cl)c1C(=O)Nc1nnc(CC(C)C)s1
  A = -5; B = 0.0; C = 0.7; D = 2
73) CCOC(=O)CSc1nnc2c(n1)[nH]c1ccccc12
  A = 3; B = 0.6; C = -1.6; D = 5
74) CC1=C(C(=O)Nc2cc(C)ccn2)C(c2ccc([N+](=O)[O-])cc2)C2=C(CCCC2=O)N1 (centres undefined)
  A = -12; B = 0.1; C = -0.1; D = -13
75) CCOC(=O)N1CCC(N(Cc2ccc(C)o2)C(=O)Nc2ccc(F)cc2)CC1
  A = -10; B = 0.5; C = 0.4; D = -6

Arranged by formula weight (rising): 3 of the compounds above.
Letters – A = MITF primary; B = FBW7 act; C = GPR151 ag; D = TEAD-YAP inh
55) CN(CC(=O)N1CCCCC1)S(=O)(=O)c1cccc2nsnc12
  A = 6; B = 0.0; C = 2.0; D = 12
54) Cc1ccccc1NC(=O)C(C)n1c2ccccc2c2nc(=O)cc(C)n21 (centres undefined)
  A = 4; B = 0.8; C = -0.6; D = 8
66) COc1cccc(NC(=O)CSc2nc(NCc3ccc(Cl)cc3)c3ccccc3n2)c1
  A = -3; B = 0.1; C = 1.3; D = -9

Entries of single compounds from above. Order of screens: MITF primary | FBW7 act | GPR151 ag | TEAD-YAP inh
CCOc1ccc(N(C)S(=O)(=O)c2ccc3[nH]cc(C(=O)NCC4CCCO4)c(=O)c3c2)cc1 (centres undefined) is entered as 9 | 0.2 | 0.9 | -11
CN(CC(=O)N1CCCCC1)S(=O)(=O)c1cccc2nsnc12 is entered as 6 | 0.0 | 2.0 | 12
Cc1ccccc1NC(=O)C(C)n1c2ccccc2c2nc(=O)cc(C)n21 (centres undefined) is entered as 4 | 0.8 | -0.6 | 8
O=C(CCn1c(=O)oc2ccccc21)Nc1ccccc1Cl is entered as -9 | -0.3 | 0.1 | -19
CCOc1cc([N+](=O)[O-])cc(/C=C2/SC(N)=NC2=O)c1O is entered as -2 | 0.0 | -0.1 | -5

Carrying on:
Letters – A = MITF primary; B = FBW7 act; C = GPR151 ag; D = TEAD-YAP inh
76) Cc1nc(N2CCC(C)CC2)c2c(C)c(C(=O)Nc3ccc(F)cc3Cl)sc2n1
  A = 3; B = 0.1; C = 0.0; D = 0
77) COc1ccccc1-c1nc(C2CCCN2C(=O)CCCC(=O)O)n2ccccc12 (centres undefined)
  A = 3; B = -0.6; C = 1.3; D = -3
78) COc1cc(OC)cc(-n2nc(C(=O)Nc3ccc(C)cc3Br)c3ccccc3c2=O)c1
  A = 12; B = 0.0; C = 2.0; D = -6
79) COc1ccc(C2C(=O)N(C3CCCCC3)CC(=O)N2Cc2ccc(F)cc2)cc1OC (centres undefined)
  A = 15; B = 0.1; C = -0.7; D = 0

High-throughput results from PubChem.
